# UBC9 SUMO inh: inhibitors of in vitro SUMOylation cascade, primary screen, biochemical, HTRF, uHTS; SUMO-conjugating enzyme UBC9 (Homo sapiens), P63279; HTRF SUMOylation assay, SAE1/SAE2 + UBC9; inhibition, % at 35 µM; actives 0.36% (n = 290,000); AID 2006, 2009; in the data active means inhibition above about 50%, passing the limit was not always enough; further: strong numbers were not always called active
# pCIP destab: p/CIP-EGFP fusion destabilizers, primary screen, fluorescence, F442A cells; AID 1984, 2009; actives 0.01% (n = 290,000); Q05BA5; 16 h; decrease of EGFP signal, % at 10 µM;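 active means EGFP signal decrease of at least 30% at 10 µM or well 3 SD below plate mean, unless failing retest; inactive means the rest, including hits failing retest or dose response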; further: some compounds called inactive have numbers as strong as hits; many of its hits are not listed in these tables
# IDE cell inh: human IDE inhibitors in live cells, primary screen, fluorescence polarization, HEK cells, FAbetaB substrate. Insulin-degrading enzyme (Homo sapiens), P14735. FAbetaB cleavage. inhibition, % at 5.59 µM. actives 0.41% (n = 320,000). AID 434962, 2010;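 active means percent inhibition above the average of all tested compounds plus 3 SD, set per screening campaign, cut at about 16% in these data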;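 further: IDE supplied by intact live HEK cells; FP after avidin binding of uncleaved biotin substrate so inhibition keeps polarization high; 0% = DMSO wells and 100% = 60 µM reference IDE inhibitor Ii1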
# M18AAP inhibitor: PfM18AAP inhibitors, malaria aminopeptidase, primary screen, biochemical, QFRET, recombinant enzyme; actives 1.2% (n = 290,000); M18 aspartyl aminopeptidase (Plasmodium falciparum 3D7); inhibition, % at 7.35 µM; H-Glu-NHMec fluorogenic cleavage;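 active means inhibition above the campaign mean inhibition over all tested compounds plus 3 SD, cut at about 28% in these data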;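 further: 0% = plate median of test compound wells and 100% = 2 mM ZnCl2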
# FID counter: compounds displacing fluorescent DNA intercalator, primary screen, artefact control for HCV NS3 helicase inhibitor project, biochemical, FID fluorescence; DNA fluorescent intercalator displacement; actives 0.17% (n = 290,000); inhibition, % at 7.9 µM; AID 1845, 2009; in the data active means inhibition above about 37%;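 further: 0% = vehicle and 100% = reference compound; higher means more ethidium bromide displaced from hairpin DNA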
# VIM-2 inhibitor: VIM-2 metallo-beta-lactamase inhibitors, primary screen, biochemical, epi-absorbance readout, Pseudomonas aeruginosa enzyme; purified VIM-2, nitrocefin hydrolysis, epi-absorbance fluorescence; actives 0.89% (n = 290,000); inhibition, % at 5.6 µM;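 active means inhibition above the mean of all tested compounds plus 3 SD, cutoff set per screening run, cut at about 7.5% in these data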;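 further: red hydrolysis product quenches plate fluorescence so inhibitors raise well fluorescence; 0% = enzyme with DMSO and 100% = DMSO without enzyme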
# IMP-1 inh: IMP-1 metallo-beta-lactamase inhibitors, primary screen, biochemical, epi-absorbance readout, Pseudomonas aeruginosa enzyme; inhibition, % at 5.6 µM; metallo-beta-lactamase IMP-1 (Pseudomonas aeruginosa); actives 0.45% (n = 290,000); purified IMP-1, nitrocefin hydrolysis, epi-absorbance fluorescence;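 active means inhibition above the mean plus 3 SD of all compounds in the same screening run, cut at about 4.5% in these data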;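 further: 0% = IMP-1 with DMSO and 100% = DMSO wells lacking enzyme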
#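 system = purified recombinant IMP-1 beta-lactamase | amount = 0.2 nM IMP-1, as dispensed | medium = HEPES buffer pH 7.1 with ZnSO4 and Brij 35 | times = 25 °C, 15 min preincubation, 25 min reaction | detection = plate fluorescence quenching by hydrolysis product, ex 480/em 530 nm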
# IDE act: human IDE activators in live cells, primary screen, fluorescence polarization, HEK cells, FAbeta-B substrate; FAbeta-B cleavage; 0% vehicle, 100% cell-free pure enzyme wells; actives 0.073% (n = 340,000); activation, % at 5.96 µM;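 active means activation above the mean of all tested compounds plus 3 SD, set per screening campaign, cut at about 17% in these data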
# NS3 helicase inh: inhibitors of HCV NS3 helicase, primary screen, biochemical, Cy5 molecular beacon fluorescence. Hepatitis C virus NS3 helicase. NS3 helicase DNA unwinding. inhibition, % at 10.9 µM. actives 0.56% (n = 290,000);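 active means inhibition above the mean of all tested compounds plus 3 SD, set per campaign, cut at about 35% in these data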;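 further: 0% = DMSO wells and 100% = thioflavine S control wells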
#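 test system = hepatitis C virus NS3 helicase domain fragment enzyme | reagent = annealed dual-labelled DNA beacon duplex, ATP-started | times = 1 h at 25 °C | detection = Cy5 fluorescence, 0 and 60 min reads | read-out basis = percent inhibition from t60/t0 fluorescence ratio | control set = DMSO and thioflavine S | replication = one well per compound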
# An asterisk follows results filed as active; · = not tested or not shown.
SMILES,UBC9 SUMO inh,pCIP destab,IDE cell inh,M18AAP inhibitor,FID counter,VIM-2 inhibitor,IMP-1 inh,IDE act,NS3 helicase inh
Cc1c(S(=O)(=O)N2CCN(C(c3ccccc3)c3ccccc3)CC2)c(=O)n(C)c(=O)n1C,13,-13,5,2,-6,-2.6,-4.2,-1,-4
CCCCC(=O)NNC(=S)NC(=O)c1ccc([N+](=O)[O-])cc1,1,-1,5,39*,0,-1.6,-4.7,-4,2
CCCOC(=O)CSC1=C(C#N)C(c2ccc3c(c2)OCO3)CC(=O)N1 (stereo not given),13,-11,2,0,-14,-0.4,-2.9,-2,-11
N#CC1=C(S)N(c2ccccc2)C(c2ccc(-c3ccccc3Cl)o2)NC1=O (stereo not given),22,-15,1,3,-9,1.8,12*,-1,42*
COCc1cc(CN2CCN(Cc3ccsc3)C(CCO)C2)ccc1OC (stereo not given),15,-7,2,1,6,-3.5,-1.1,1,-6
CN(c1ccc([N+](=O)[O-])cc1/C=N/NC(=O)COc1ccccc1)C1CCCCC1,5,-10,-3,1,0,-0.9,-0.3,5,5
O=C(CN1CCN(c2ccc(F)cc2)CC1)Nc1ccccc1Br,-6,-3,4,-8,-39,-3.2,-3.8,3,-7
Cc1cccc(-n2nnc3c(=O)n(Cc4ccccn4)cnc32)c1,11,-9,11,3,-3,-2.2,-1.5,1,-5
O=C(CCCN1C(=O)c2cccc3cccc(c23)C1=O)N1CCN(c2ccccc2)CC1,13,-5,3,5,-6,-3.5,-3.1,1,0
CCc1ccc2nc(NC(=O)CCCc3cccs3)sc2c1,-12,2,1,2,-5,-1.1,-3.3,-2,-2
Clc1ccc(OCCCN2CCCCC2)c(Br)c1,2,-1,9,5,18,-3.6,-3.4,7,0
O=C(Nc1ccccc1)Nc1ccc2ncoc2c1,18,-4,-2,8,-1,-0.7,-0.7,3,4
O=C(Nc1ccccc1)c1cc(-n2cnnc2)ccc1Cl,-9,-21,-1,7,-2,-2.6,-2.9,2,6
Cc1ccc(/C=C/c2nc3sc(C(=O)O)c(C)c3c(=O)[nH]2)cc1[N+](=O)[O-],-4,-12,-3,2,-14,-2.4,-1.2,2,28
COc1ccc(CCNS(=O)(=O)c2ccc3c(c2)NC(=O)CO3)cc1OC,14,-5,-1,-9,-8,-1.2,-0.3,6,-12
Nc1nc2nn(-c3ccccc3)nc2c(=O)[nH]1,23,10,1,-2,-1,-2.8,-3.5,2,1
CCCCc1c(O)nc(SCC(=O)N2CCOCC2)n(-c2ccc(OC)cc2)c1=O,-8,5,0,-6,-13,-0.6,-2.1,4,-2
Cc1nnc2n1N=C(c1ccc(OC(F)F)cc1)C(C)S2 (stereo not given),27,-10,0,-4,-9,-1.9,-2.3,1,6
O=C(c1cnn(C(=O)c2ccccc2)c1)c1ccccc1O,2,-2,-1,31*,-2,-2.5,-1.2,2,3
Cc1cccc(Nc2c(-c3ccc(O)cc3)nc3ncccn23)c1,7,-5,-7,25,-11,-0.8,-2.5,3,-5
CN(c1ccccc1)S(=O)(=O)c1ccc(NC(=S)NC(=O)C2CC2)cc1,-11,-8,-3,1,-2,-5.1,-2.5,1,-3
O=C(Oc1ccccc1)c1cccnc1Oc1ccccc1,18,-16,-2,-18,-11,-2.5,-0.7,-3,1
CC(NCc1ccc(F)cc1)C(=O)NC1CCCCC1 (stereo not given),12,2,2,1,11,-3.4,-1.8,0,-12
Cc1ccc(C(=O)C2C(=O)c3ccccc3C2=O)cc1,3,-8,2,5,-2,-2.5,-2.6,1,0
CCN(CC(=O)NCc1ccc(Cl)cc1)C(=O)CNS(=O)(=O)c1ccc(NC(C)=O)cc1,7,-9,5,9,-14,-2.9,-2.9,-3,7

# For reference, part of the list above.
SMILES,UBC9 SUMO inh,pCIP destab,IDE cell inh,M18AAP inhibitor,FID counter,VIM-2 inhibitor,IMP-1 inh,IDE act,NS3 helicase inh
CN(c1ccccc1)S(=O)(=O)c1ccc(NC(=S)NC(=O)C2CC2)cc1,-11,-8,-3,1,-2,-5.1,-2.5,1,-3
O=C(Oc1ccccc1)c1cccnc1Oc1ccccc1,18,-16,-2,-18,-11,-2.5,-0.7,-3,1

# New compounds follow:
SMILES,UBC9 SUMO inh,pCIP destab,IDE cell inh,M18AAP inhibitor,FID counter,VIM-2 inhibitor,IMP-1 inh,IDE act,NS3 helicase inh
CCOC(=O)[C@@H]1[C@H]2COc3ccc(Br)cc3[C@@H]2N2C(=O)N(c3cccc(F)c3)C(=O)[C@@]12C,2,1,-1,0,-30,-1.5,-0.1,0,-17
O=c1cc(CO)occ1OCc1cccc(F)c1,-11,-1,0,-3,2,-1.7,0.0,3,6
Cc1nn(CCc2n[nH]c(=S)n2-c2ccc(F)cc2)c(C)c1[N+](=O)[O-],-6,-3,-2,-8,-11,-1.3,-3.2,2,3
CCCCNC(=O)NNC(=O)C1CC1(c1ccccc1)c1ccccc1 (stereo not given),-12,-4,2,2,-23,-2.6,-2.6,6,4
COC(=O)c1cc2c(s1)-c1ccc(OC)cc1CC2,22,-2,-2,-13,-3,0.2,-0.2,1,11
CCOC(=O)c1c(C)[nH]c(C(=O)OCC(=O)NC(C)C)c1C,6,-8,-4,0,-5,-2.5,-3.4,2,-1
COc1ccc(NC(=S)N2CCC(NC(=O)c3ccc(F)cc3)CC2)cc1,3,-3,3,22,-15,-5.0,-2.9,4,-16
O=C(Nc1cccc2ccccc12)N1N=CCC1c1ccccc1 (stereo not given),8,-12,6,0,-27,-2.0,-2.3,·,4
Cc1noc(C)c1S(=O)(=O)Nc1ccc(C(=O)N2CCN(c3cccc(Cl)c3)CC2)cc1,8,5,6,7,-25,-0.8,-2.0,-2,-11
CC(=O)Nc1ccc(N(C(=O)c2cnccn2)C(C(=O)NC2CCCCC2)c2ccc(O)cc2)cc1 (stereo not given),12,5,-3,1,-8,-2.3,-1.8,5,-11
CCS(=O)(=O)Nc1cccc(C2=NN(S(=O)(=O)CC)C(c3cccs3)C2)c1 (stereo not given),-14,6,2,-1,-32,-4.2,-3.3,-7,-1
CC(C)CCN1CCN=C1Nc1ccccc1,11,-8,0,-9,0,-0.4,1.2,0,50*
CCOc1cc(/C=N/NC(=O)c2cc(C)n(-c3ccc(F)cc3)c2C)ccc1O,9,4,-4,10,-26,-3.9,-2.5,-2,11
Cc1nnsc1C(=O)NCc1c(F)cccc1Cl,-1,11,7,0,-1,-1.8,-2.0,-5,7
Cc1ccc2c3c(c(SCC(=O)Nc4nccs4)nc2c1)CCCC3,-10,-1,·,-16,3,0.0,-1.0,·,0
Cc1ccc(Oc2ccccc2)c(NC=O)c1,6,-9,0,8,-5,0.2,0.4,5,3
O=C(CSc1ccccc1)NC1=NCCS1,2,0,4,-2,-1,-3.7,-2.4,8,0
O=C(CNC(=O)c1ccc(F)cc1)c1ccccc1,-1,6,-2,-3,-5,-1.8,-1.8,2,2
COc1cc(C2c3c(oc4c(C)cc(C)cc4c3=O)C(=O)N2Cc2cccnc2)ccc1O (stereo not given),·,·,-3,1,0,-1.2,-1.5,2,-4
Cc1ccsc1C(=O)N1CC(=O)Nc2ccccc21,6,-8,3,4,-7,-4.2,-3.1,4,3
NS(=O)(=O)c1ccc(NC(=O)Nc2ccc(S(N)(=O)=O)cc2)cc1,21,4,1,0,-5,-1.2,-2.4,·,3
CCC(c1nnnn1Cc1ccccc1)N1CCN(C(=O)c2ccco2)CC1 (stereo not given),25,7,-1,-9,-13,2.2,-2.4,-2,-1
Cc1nc2cc(C(=O)O)ccc2n1C1CCCCC1,0,6,-4,-7,-2,-0.5,1.2,0,-5
O=C(O)CCCNC(=O)Nc1ccccc1,20,0,0,-9,-2,-0.1,-2.5,-1,0
Cc1ccc(S(=O)(=O)N2CCN=C2SC(C)c2ccccc2)cc1 (stereo not given),-6,-2,0,-2,-24,-0.8,-2.6,8,-9
CCOc1ccccc1OCC(=O)NNC(=O)Cn1cnc2c1c(=O)n(C)c(=O)n2C,-8,1,-2,0,-3,-2.4,-2.5,0,-1
CNc1nc2c(-c3ccc(Cl)cc3)nnn2c2ccccc12,33,-5,-3,-13,-6,-3.8,-2.2,5,-13
CC(=O)OCC(=O)Nc1c(C)cc(C)cc1C,12,17,4,-2,1,-2.5,-3.7,4,1
O=C(CNS(=O)(=O)c1ccc(F)cc1)N1CCN(c2ccc(F)cc2)CC1,18,4,-2,3,-11,-1.8,-8.6,-4,-3
Cc1c(Cl)cccc1NC(=S)N1CCc2ccccc2C1,4,0,-1,-4,-6,0.2,-0.8,6,-7

# Of the compounds above, these contain two or more sulfur atoms:
SMILES,UBC9 SUMO inh,pCIP destab,IDE cell inh,M18AAP inhibitor,FID counter,VIM-2 inhibitor,IMP-1 inh,IDE act,NS3 helicase inh
CCc1ccc2nc(NC(=O)CCCc3cccs3)sc2c1,-12,2,1,2,-5,-1.1,-3.3,-2,-2
CN(c1ccccc1)S(=O)(=O)c1ccc(NC(=S)NC(=O)C2CC2)cc1,-11,-8,-3,1,-2,-5.1,-2.5,1,-3
CCS(=O)(=O)Nc1cccc(C2=NN(S(=O)(=O)CC)C(c3cccs3)C2)c1 (stereo not given),-14,6,2,-1,-32,-4.2,-3.3,-7,-1
Cc1ccc2c3c(c(SCC(=O)Nc4nccs4)nc2c1)CCCC3,-10,-1,·,-16,3,0.0,-1.0,·,0
O=C(CSc1ccccc1)NC1=NCCS1,2,0,4,-2,-1,-3.7,-2.4,8,0
NS(=O)(=O)c1ccc(NC(=O)Nc2ccc(S(N)(=O)=O)cc2)cc1,21,4,1,0,-5,-1.2,-2.4,·,3
Cc1ccc(S(=O)(=O)N2CCN=C2SC(C)c2ccccc2)cc1 (stereo not given),-6,-2,0,-2,-24,-0.8,-2.6,8,-9

# Screening data as filed in PubChem.
